Screens deposited in PubChem BioAssay by National Center for Advancing Translational Sciences (NCATS).
ERK EGF inh – qHTS Assay for Inhibitors of the ERK Signaling Pathway using a Homogeneous Screening Assay; Stimulation with EGF; HEK293-V1b, EGF-stimulated phospho-ERK AlphaScreen; Potency, µM (highest dose often 11.5 µM), inactives show top-dose activity change, negative = inhibition, usual class: inhibitors; 130,000 tested, 0.41% active; active means well fitted inhibition curve with a large enough effect; inconclusive means small, poorly fitted or top-dose-only effect, or effect the other way;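 further: plate controls were stimulated vehicle wells for no effect and unstimulated vehicle basal for full effect; nearly all actives have a fitted effect of over 55% in size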
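After overnight plating in 1% FBS, HEK293-V1b cells received test compound for half an hour, then a 5 min pulse of EGF (25 nM); ERK phosphorylation in lysates was read by bead-based AlphaScreen.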
* marks the source's active call; other numbers are inactive results; u = inconclusive; & = joins results of further samples; [ ] = dose if it differs, or a comment. Potency means the concentration at half of the fitted maximal effect.

SMILES | ERK EGF inh
COc1cc(S(=O)(=O)n2ccnc2)ccc1Br | 10%
Cc1cccc(/C=N/NC(=O)c2ccc(Br)cc2)c1 | 2%
O=C(Oc1ccc(=O)n(-c2ccccc2)n1)c1ccc(F)cc1 | -16%
CCOC(=O)Cn1nc(C)c(NC(=O)COc2ccc([N+](=O)[O-])c(C)c2)c1C | 7%
COc1cccc(C2=NOC(C(=O)Nc3cc(C)on3)C2)c1OC (stereo unspecified) | 10%[57.5 µM]
Cc1ccc(NC(=O)c2ccc(OC(=O)COc3ccc(Cl)c(C)c3)cc2)cc1 | -1%
COc1ccc(OC)c(C2C3=C(N=c4s/c(=C\c5cccc(O)c5)c(=O)n42)c2ccccc2CC3)c1 (stereo unspecified) | -11%
COc1ccc(NC(=O)CCCn2c(=O)c3sccc3n(Cc3ccc(C)cc3C)c2=O)cc1 | -3%
CCCCCC1=C2CNC(CC(C)C)(C(=O)OC)C=C2C(C)C1=O (stereo unspecified) | -8%
Clc1cnc(N/N=C/c2ccco2)c(Cl)c1 | 8%
CCN(C(=O)CSc1nnc(-c2cccs2)o1)C1CCS(=O)(=O)C1 (stereo unspecified) | -5%
Cn1cccc1Cc1nnc(SCC(=O)Nc2ccccc2F)n1-c1ccc(F)cc1 | 6%
O=C(OCc1nc2ccc(Cl)cc2n1CCO)c1ccccc1C(=O)c1ccccc1 | -7%
CC(=O)NNc1ncnc2ccccc12 | 4%
C=CCn1c(C)cc(/C([O-])=C(/C(=S)Nc2ccc(OC(F)F)cc2)[n+]2ccc(N(C)C)cc2)c1C | -8%
CN1CCN(C(=O)/C(=C/c2cccs2)NC(=O)c2cccs2)CC1 | -7%
COc1ccc(Cl)cc1NC(=S)NNC(=O)c1cccnc1 | -7%[57.5 µM]
CC1(C)OC(=O)C(=Cc2ccc(-c3ccc(Cl)c(C(=O)O)c3)o2)C(=O)O1 | -5%
Cn1cc(/C=C/C(=O)N2CCCC(C(=O)c3ccc(C(F)(F)F)cc3)C2)cn1 (stereo unspecified) | -8%[57.5 µM]
O=C(c1ccc(S(=O)(=O)N2CCCCC2)cc1)N1CCc2ccccc2C1 | -4%
CCOC(O)[C@H]1N[C@@H](c2ccc(Cl)cc2)[C@@H]([N+](=O)[O-])[C@@H]1c1ccccc1 (stereo partly specified) | 2%
CN(C)/C=N/C(=S)Nc1ccc(Cl)cc1 | -2%
O=C(COc1cccnc1[N+](=O)[O-])Nc1ccc(N2CCOCC2)cc1 | -8%
CN(C)S(=O)(=O)c1cccc(NC(=O)Cn2cc(C(F)(F)F)cc(Cl)c2=O)c1 | 3%
Cc1c(C(=O)c2ccc(Br)cc2)c(=O)n(C)c(=O)n1C | 2%
New compounds follow:
SMILES | ERK EGF inh
COc1ccc(C(=O)CCNc2ccc(C)c(Cl)c2)cc1 | -2%
O=C(Nc1cccc(C(F)(F)F)c1)C12CC3CC(CC(C3)C1)C2 | -2%
Cc1ccc(N(CC(=O)NC(C)(C)C)C(=O)CNC(=O)c2cccs2)cc1C | -3%
CCOC(=O)c1cc(C)sc1/N=C/C1C(=O)CC(C)(C)CC1=O | 1%
CN(C(=O)/C=C/c1ccccc1)C1CCS(=O)(=O)C1 (stereo unspecified) | -11%
Cc1[nH]n(C(N)=S)c(=O)c1N=Nc1ccc(S(=O)(=O)N2CCCC2)cc1 | -7%
CN(C)/N=C/c1ccc(/C=N/NC(N)=S)o1 | u
C#CCNc1c2c(nc3ncnn13)CC(C)CC2 (stereo unspecified) | 2%[57.5 µM]
COc1ccccc1CNc1ccnc(-c2ccccc2C(F)(F)F)n1 | 26%
COc1ccc(NC(=O)C(CC(C)C)NC(=O)C2CCC(C)CC2)c(OC)c1 (stereo unspecified) | -5%
CCN(CC)S(=O)(=O)c1ccc(N2CCOCC2)c(NC(=O)c2cccc3ccccc23)c1 | -1%
O=C(NCC1OCCc2ccccc21)c1ccc(NC(=O)c2ccccc2Cl)cc1 (stereo unspecified) | -7%
COc1ccc(C2C(C(C)=O)=C(O)C(=O)N2c2nccs2)c(OC)c1 (stereo unspecified) | 3%
O=C(O)C1=CC(=C(c2ccc(O)c(C(=O)O)c2)c2ccc(O)c(C(=O)O)c2)C=CC1=O | 8%&19%
O=C(NNC(=O)c1ccccc1C(=O)O)c1ccc(-c2ccccc2)cc1 | -8%
CCOc1ccc(CN(C)CC(=O)Nc2ccc3c(c2)CCC3)cc1OC | -6%
O=C(NCCCCNC(=O)c1cccs1)c1cccs1 | -16%
CC(=O)Cc1nsc(NC(=O)c2oc(-c3ccccc3Cl)cc2C)n1 | -5%
COc1ccc(S(=O)(=O)N(C)C)cc1NC(=O)[C@H](Cc1ccccc1)N1C(=O)c2ccccc2C1=O | -2%
COc1cc(/C=N/OCC(=O)Nc2ccc(OC(F)F)cc2)ccc1OCc1ccccc1 | 9%
CCOC(=O)Cc1ccc(NC(=O)c2ccccc2Br)cc1 | -17%
Cc1ccc(NC(=O)CN(C)S(=O)(=O)c2cccc3cccnc23)c(C)c1 | -1%[57.5 µM]
CC1(C)COC(/C=C/c2cccc([N+](=O)[O-])c2)=N1 | u
NC(=O)COC(=O)CC12CC3CC(CC(C3)C1)C2 | -9%
Cc1cc(N2C(=O)C3C4CC(C(Br)C4Br)C3C2=O)no1 (stereo unspecified) | 9%
Following part:
SMILES | ERK EGF inh
O=C(N/N=C/c1cccnc1)/C(=C\c1cccs1)NC(=O)c1ccccc1 | -8%
CCOC(=O)c1[nH]ncc1CN1CCC(Cc2cccc(OC)c2)(C(=O)OCC)CC1 | -3%[57.5 µM]
Cc1ccc(CNC(=O)Cn2c(=O)n(-c3ccccc3)c(=O)c3sccc32)cc1 | 5%
O=CC1=C(N2CCOCC2)/C(=C\c2ccccc2)CC1 | -3%[57.5 µM]
CC1CN(C(=O)Nc2cccc(C(F)(F)F)c2)CC(C)O1 (stereo unspecified) | -3%
COCCCNC(=S)Nc1ccc(C)cc1 | 1%[57.5 µM]
Cn1c(=O)n(C)c2cc(/C=N/NC(=O)c3cc4cc(Br)ccc4o3)ccc21 | -1%[57.5 µM]
Cc1nc(C(=O)NCC(=O)c2ccccc2)c(C(F)(F)F)o1 | 9%[57.5 µM]
Cn1cnc([N+](=O)[O-])c1S(=O)(=O)c1cccc(Cl)c1 | 3%
O=C(COC(=O)C1CCC(=O)N1)Nc1ccc(Br)cc1 (stereo unspecified) | 0%
CCCCSc1cnn(-c2ccccc2)c(=O)c1SCCCC | 7%
CC1(C)OC(=O)C(=Cc2ccc[nH]2)C(=O)O1 | -10%[57.5 µM]
Cc1nc(NC2CCCCC2)c2nc(-c3ccccc3)n(CCN3CCCC3)c2n1 | 5%
O=C(NCc1nnc(SCC(=O)N2CCC(Cc3ccccc3)CC2)o1)c1ccco1 | -11%
O=C(NC1CCCCC1)C(c1cccnc1)N(C(=O)CCl)c1ccccc1Cl (stereo unspecified) | 2%
CC(=O)OC1CC[C@]2(C)C(CC[C@@]3(C)C2C(=O)C=C2C4C(C)C(C)CC[C@@]4(C(=O)O)CCC23C)C1(C)C (stereo partly specified) | 14%
CCOC(=O)c1sc(NC(=O)CSc2n[nH]c(CC)n2)nc1C | -1%
NCCS(=O)O | 0%&-7%
O=C(CSCc1ccccc1)Nc1ccc2c(c1)C(=O)NC2=O | 3%
CC(C)(C)C(=O)OCOC(=O)[C@@H]1N2C(=O)[C@@H](N=CN3CCCCCC3)[C@H]2SC1(C)C | -8%[25.7 µM]
O=C(COc1cccnc1[N+](=O)[O-])c1ccc(Cl)s1 | -6%[57.5 µM]
COc1ccc(C(=O)O/N=C(\N)Cc2ccc([N+](=O)[O-])cc2)c(OC)c1 | 0%[57.5 µM]
COc1ccc(-c2nnc(NC(=O)C3=COCCO3)o2)cc1 | 8%
O=C(N1CCCC1)C12CC3CCC(CC(C3)C1)C2 | -4%
Cc1noc(C)c1COc1ccc(C(=O)NCCc2ccccn2)cc1 | 5%
Next section
SMILES | ERK EGF inh
CNC(=O)CSc1nnc(C2CC2)n1-c1ccccc1 | -15%
O=C(Nc1ccccc1)NC1CCN(Cc2ccccc2)CC1 | -11%
COC(=O)C1C(c2ccccc2)NC(=O)NC1(O)C(F)(F)Cl (stereo unspecified) | -2%
O=C(N/N=C/c1c[nH]c2ccccc12)c1cc(-c2ccccc2)n[nH]1 | 3%
CCCCNc1nc(-c2ccccc2)cc(C(F)(F)F)c1C(N)=O | -5%
CCN(CC)S(=O)(=O)c1cc(NC(=O)COC(=O)CCC(=O)c2cccs2)ccc1C | 2%
Cc1cc(C)c2nc3sc(C(=O)N4CCOCC4)c(N)c3cc2c1 | -10%[57.5 µM]
O/N=C(/CCc1ccccc1)c1ccc2c(c1)OCCO2 | -2%
CN(C)c1nc(N/N=C/c2c[nH]c3ccccc23)nc(N2CCOCC2)n1 | 7%
Cc1c(C(=O)Nc2cccc(Cl)c2)c2ccccn2c1CCc1ccncc1 | -1%
COc1cccc(C(C(=O)NC(C)(C)C)N(CCC(C)C)C(=O)CCC(=O)Nc2cc(C)on2)c1OC (stereo unspecified) | -1%
NS(=O)(=O)c1cccc(NC(=O)CSc2nnc(-c3ccccc3F)n2C2CC2)c1 | -5%[57.5 µM]
Cc1ccnc(NS(=O)(=O)c2ccc3c(c2)CCO3)c1 | 0%[57.5 µM]
CCCN(CC1CC1)C(=S)Nc1ccc(C(C)=O)cc1 | -9%
C/C(=C\c1ccccc1)C(=O)NCc1ccco1 | -5%
C=CCN=C1S/C(=C\c2ccc(Cl)cc2)C(=O)N1CC=C | 6%[57.5 µM]
CCOc1cc(/C=N/Nc2nc(-c3cccc(S(=O)(=O)N4CCCC4)c3)cs2)ccc1O | u
O=[N+]([O-])c1ccc(-n2cccn2)c(-c2nn[nH]n2)c1 | 12%
CC(=O)NN1C(=O)c2ccccc2NC1c1ccc([N+](=O)[O-])o1 (stereo unspecified) | -6%
CCOc1ccccc1N1CCN(C(=O)CC(C)C)CC1 | -12%
CCOC(=O)N/N=C/c1cccnc1 | -1%
NC(=O)C1=C[C@H](c2ccc(C(F)(F)F)cc2)C[C@H](OCCCCO)O1 | -1%[57.5 µM]
N#Cc1c(-c2cccnc2)cc(-c2ccccc2)nc1N | -12%[57.5 µM]
Cc1cccn2c(CNCCSc3nccn3C)c(C(=O)N3CCCCC3)nc12 | -10%[57.5 µM]
O=S(=O)(c1ccc(Cl)cc1)N1CCCN(c2ccc(C(F)(F)F)cn2)CC1 | -7%[57.5 µM]
Additional structures
SMILES | ERK EGF inh
NS(=O)(=O)c1ccc(CNC(=O)C2(c3ccc(Cl)cc3)CC2)cc1 | 0%
O=C(Nc1cccc([N+](=O)[O-])c1)Nc1ccc(Cl)cn1 | -6%
Cc1ccc([N+](=O)[O-])cc1S(=O)(=O)NCc1cccnc1 | 7%
Cc1occc1-c1nnc(SCC(=O)NCCc2ccccc2)o1 | 5%
O=C(CCSCc1ccccc1Cl)NCc1ccco1 | 1%
COC(CNC(=O)CSCc1nc(-c2ccc(SC)cc2)oc1C)OC | -5%
Cc1noc(C)c1C(=O)N1CCC[C@@]2(CCN(c3cccc(-c4ccccc4)c3)C2)C1 | -4%
CSc1ccc(/C=N/NC(=O)CN2CCN(Cc3ccc(Cl)cc3)CC2)cc1 | 7%
Cc1cc(C)c(C)c(C(=O)C2OC(=O)C(C)(C)C(=O)C2(C)C)c1C (stereo unspecified) | -3%
COc1cccc([C@@H]2Oc3ccc(Br)cc3C(=O)[C@H]2OC(=O)Nc2cc(OC)c(OC)c(OC)c2)c1 | -1%
Cc1cc(C)c(NC(=O)Cn2c(=O)n(-c3ccc(CC(=O)NCC4CCCO4)cc3)c(=O)c3ccccc32)c(C)c1 (stereo unspecified) | 2%
COc1ccc(Cc2nnc(Nc3ccc(C)cc3)o2)cc1OC | -1%[57.5 µM]
CN(C)C(=O)CSc1nnc(-c2ccncc2)n1Cc1ccco1 | 25%
COc1cccc(/C=C/C(=O)Nc2ccc(OC)nc2)c1 | 6%

Molecules above containing fluorine:
SMILES | ERK EGF inh
O=C(Oc1ccc(=O)n(-c2ccccc2)n1)c1ccc(F)cc1 | -16%
Cn1cccc1Cc1nnc(SCC(=O)Nc2ccccc2F)n1-c1ccc(F)cc1 | 6%
C=CCn1c(C)cc(/C([O-])=C(/C(=S)Nc2ccc(OC(F)F)cc2)[n+]2ccc(N(C)C)cc2)c1C | -8%
Cn1cc(/C=C/C(=O)N2CCCC(C(=O)c3ccc(C(F)(F)F)cc3)C2)cn1 (stereo unspecified) | -8%[57.5 µM]
CN(C)S(=O)(=O)c1cccc(NC(=O)Cn2cc(C(F)(F)F)cc(Cl)c2=O)c1 | 3%
O=C(Nc1cccc(C(F)(F)F)c1)C12CC3CC(CC(C3)C1)C2 | -2%
COc1ccccc1CNc1ccnc(-c2ccccc2C(F)(F)F)n1 | 26%
COc1cc(/C=N/OCC(=O)Nc2ccc(OC(F)F)cc2)ccc1OCc1ccccc1 | 9%
CC1CN(C(=O)Nc2cccc(C(F)(F)F)c2)CC(C)O1 (stereo unspecified) | -3%
Cc1nc(C(=O)NCC(=O)c2ccccc2)c(C(F)(F)F)o1 | 9%[57.5 µM]
COC(=O)C1C(c2ccccc2)NC(=O)NC1(O)C(F)(F)Cl (stereo unspecified) | -2%
CCCCNc1nc(-c2ccccc2)cc(C(F)(F)F)c1C(N)=O | -5%
NS(=O)(=O)c1cccc(NC(=O)CSc2nnc(-c3ccccc3F)n2C2CC2)c1 | -5%[57.5 µM]
NC(=O)C1=C[C@H](c2ccc(C(F)(F)F)cc2)C[C@H](OCCCCO)O1 | -1%[57.5 µM]
O=S(=O)(c1ccc(Cl)cc1)N1CCCN(c2ccc(C(F)(F)F)cn2)CC1 | -7%[57.5 µM]

Only part of the results is shown; the hit share may differ from the screen's.
